VIM-2 inh: blocks Pseudomonas aeruginosa VIM-2 metallo-beta-lactamase | purified VIM-2, nitrocefin hydrolysis, epi-absorbance fluorescence | inhibition, % at 5.6 µM | 290,000 tested, 0.89% active;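 active means inhibition above the mean of all tested compounds plus 3 SD, cutoff set per screening run, cut at about 7.5% in these data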;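 further: red hydrolysis product quenches plate fluorescence so inhibitors raise well fluorescence; 0% = enzyme with DMSO and 100% = DMSO without enzyme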
DNA FID counter: counter-screen for HCV NS3 helicase inhibitors: DNA intercalator displacement | 290,000 tested, 0.17% active | inhibition, % at 7.9 µM | DNA fluorescent intercalator displacement, fluorescence; in the data active means inhibition above about 37%;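 further: 0% = vehicle and 100% = reference compound; higher means more ethidium bromide displaced from hairpin DNA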
pCIP destab: compounds decreasing mouse p/CIP protein stability; AID 1984; Q05BA5; 290,000 tested, 0.01% active; F442A p/CIP-EGFP cells, EGFP fluorescence, 16 h; decrease of EGFP signal, % at 10 µM;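 active means EGFP signal decrease of at least 30% at 10 µM or well 3 SD below plate mean, unless failing retest; inactive means the rest, including hits failing retest or dose response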; further: some compounds called inactive have numbers as strong as hits; many of its hits are not listed in these tables
MEKK3 PB1 HTS: modulators (inhibitors or enhancers) of MEK5 binding to human MEKK3 PB1 domain. bead-based flow cytometry, Alexa488-MEK5 binding to MEKK3; actives lie on both sides; 0 = blocked by unlabeled MEK5, 100 = vehicle. binding response (% of control), % at 10 µM. 290,000 tested, 1.4% active. AID 1529;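 active means binding response more than 3 SD above or below the average of its plate-row segment, actives on both sides; inconclusive means wells at one plate position flagged as instrument error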;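 further: Alexa488 bead fluorescence after subtracting the streptavidin-only scavenger bead signal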
HCV NS3 hel inh: blocks Hepatitis C virus NS3 helicase unwinding | NS3 helicase DNA unwinding, Cy5 molecular beacon fluorescence | 290,000 tested, 0.56% active | inhibition, % at 10.9 µM;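 active means inhibition above the mean of all tested compounds plus 3 SD, set per campaign, cut at about 35% in these data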;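 further: 0% = DMSO wells and 100% = thioflavine S control wells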
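System: HCV NS3 helicase fragment; control set: DMSO and thioflavine S; technique: Cy5 fluorescence at 0 and 60 min, beacon hairpin quenching; reagent: beacon DNA duplex substrate plus ATP; replicates: singlicate; schedule: 1 h reaction at 25 °C, ATP-initiated; medium: MOPS buffer pH 6.5 with MgCl2, DTT, Tween20, BSA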
UBC9 SUMO inh: blocks human SUMOylation mediated by UBC9; P63279; 290,000 tested, 0.36% active; inhibition, % at 35 µM; HTRF SUMOylation assay, SAE1/SAE2 + UBC9, in vitro; in the data active means inhibition above about 50%, passing the limit was not always enough; inconclusive means no clear call, values can overlap the other calls; further: strong numbers were not always called active
IDE cell activ: boosts human insulin-degrading enzyme activity in HEK cells; activation, % at 5.96 µM; P14735; AID 493087; FAbeta-B cleavage, fluorescence polarization; 0% vehicle, 100% cell-free pure enzyme wells; 340,000 tested, 0.073% active;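 active means activation above the mean of all tested compounds plus 3 SD, set per screening campaign, cut at about 17% in these data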
Target sequence (P14735 whole entry, looked up): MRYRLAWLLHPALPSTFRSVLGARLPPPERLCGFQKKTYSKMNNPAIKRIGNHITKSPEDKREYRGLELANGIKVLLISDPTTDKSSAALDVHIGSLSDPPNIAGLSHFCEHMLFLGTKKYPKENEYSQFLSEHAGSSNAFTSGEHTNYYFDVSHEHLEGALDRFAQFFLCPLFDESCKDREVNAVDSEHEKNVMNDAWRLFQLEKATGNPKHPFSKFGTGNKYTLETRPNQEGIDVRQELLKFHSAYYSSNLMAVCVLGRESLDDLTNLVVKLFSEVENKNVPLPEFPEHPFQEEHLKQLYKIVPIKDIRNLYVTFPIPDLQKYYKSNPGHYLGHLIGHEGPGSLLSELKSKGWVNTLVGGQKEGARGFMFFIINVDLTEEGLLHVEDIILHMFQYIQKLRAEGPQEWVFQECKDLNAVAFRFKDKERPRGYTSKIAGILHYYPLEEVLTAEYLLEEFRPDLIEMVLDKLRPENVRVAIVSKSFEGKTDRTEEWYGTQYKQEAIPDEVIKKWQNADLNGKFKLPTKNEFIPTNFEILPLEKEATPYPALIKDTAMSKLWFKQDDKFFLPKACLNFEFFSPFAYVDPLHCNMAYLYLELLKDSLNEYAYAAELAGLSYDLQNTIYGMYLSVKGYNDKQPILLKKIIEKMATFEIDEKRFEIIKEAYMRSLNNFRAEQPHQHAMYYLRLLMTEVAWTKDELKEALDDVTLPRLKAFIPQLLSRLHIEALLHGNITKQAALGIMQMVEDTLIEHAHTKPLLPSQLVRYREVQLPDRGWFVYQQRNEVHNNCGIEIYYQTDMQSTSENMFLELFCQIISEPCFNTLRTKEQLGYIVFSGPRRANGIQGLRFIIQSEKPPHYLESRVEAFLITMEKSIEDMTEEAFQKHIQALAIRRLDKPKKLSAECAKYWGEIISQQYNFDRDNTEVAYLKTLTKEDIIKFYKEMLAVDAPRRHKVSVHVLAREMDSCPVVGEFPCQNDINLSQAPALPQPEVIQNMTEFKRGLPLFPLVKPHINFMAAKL
PHOSPHO1 inh: blocks human PHOSPHO1 phosphatase activity; Q8TCT1; recombinant PHOSPHO1, absorbance phosphatase assay; inhibition, % at 13.3 µM; 290,000 tested, 1.1% active; AID 1565; in the data active means inhibition above about 60%
IMP-1 inh: inhibitors of Pseudomonas aeruginosa IMP-1 metallo-beta-lactamase. 290,000 tested, 0.45% active. purified IMP-1, nitrocefin hydrolysis, epi-absorbance fluorescence. inhibition, % at 5.6 µM;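 active means inhibition above the mean plus 3 SD of all compounds in the same screening run, cut at about 4.5% in these data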;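 further: 0% = IMP-1 with DMSO and 100% = DMSO wells lacking enzyme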
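System: purified recombinant IMP-1 beta-lactamase. Medium: Zinc- and detergent-supplemented HEPES buffer, pH 7.1. Compound: one 5.6 µM dose […]. Schedule: 15 min preincubation plus 25 min reaction at 25 °C. Technique: Epi-absorbance fluorescence, 480 nm excitation, 530 nm emission.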
* = called active by the depositor; u = inconclusive; x = not tested or not shown. This is a subset; rates above refer to the full screens.

SMILES	VIM-2 inh	DNA FID counter	pCIP destab	MEKK3 PB1 HTS	HCV NS3 hel inh	UBC9 SUMO inh	IDE cell activ	PHOSPHO1 inh	IMP-1 inh
c1coc(-c2ccnc3ncnn23)c1	-2.1	0.0	-4.3	90.0	0.3	19.7	-0.6	-3.4	-2.7
COc1ccc(S(=O)(=O)N2CCOC2CNC(=O)C(=O)NCCCc2ccccc2)cc1 (stereo not given)	-4.7	-37.1	8.7	100.0	2.4	12.7	-2.1	52.2	-4.2
O=C(O)c1ccc(Nc2cccc(F)c2)c([N+](=O)[O-])c1	-4.1	-1.9	6.5	96.0	6.7	6.8	1.6	39.4	-3.2
Cc1cc(NC(=O)c2cc(-c3cccc(OCC(C)C)c3)nc3ccccc23)no1	-1.6	-26.9	-17.3	99.0	-13.3	-1.0	1.9	2.9	-3.0
O=C(N/N=C/c1sc(=O)[nH]c1-[n+]1ccc2ccccc2c1)c1ccccc1[O-]	-8.1	-10.6	-9.8	96.0	24.5	x	-2.0	12.6	-3.1
N#C/C(=C\c1ccccc1OCC(=O)O)c1nc2ccccc2[nH]1	-2.5	-14.2	-5.7	106.0	10.6	8.3	1.5	22.7	-2.5
Nc1nc(Br)c2ccccc2c1-c1ccccc1	-5.1	-1.7	8.4	97.0	-3.1	10.0	6.5	-12.3	-1.6
O=C(NC1CCCC1)c1ccc(Br)o1	-3.2	1.3	3.0	92.0	7.5	-1.4	-2.0	-2.2	-1.1
Cc1cc(S(=O)(=O)Nc2c(C)nn(C)c2C)c(Cl)cc1Cl	0.0	-8.7	-4.2	98.0	11.1	-3.8	-1.8	15.9	-1.9
Cc1ccc2nc(N3CCN(c4ccccc4)CC3)c(C=O)c(=O)n2c1	-3.4	-1.7	-19.3	108.0	6.6	11.1	-4.3	21.3	-2.5
c1ccc(CC2CCN(Cc3ccccn3)CC2)cc1	-2.3	3.7	-2.9	96.0	0.8	12.7	1.4	27.9	-4.3
N=c1c2c3c(sc2nc2n1CCCCC2)CCCCC3	-1.8	0.4	-1.7	100.0	0.3	-0.3	-1.9	6.6	-3.2
O=C(OCc1ccc(O)cc1)c1c(-c2ccsc2)oc2ccc(N3CCOCC3)cc12	0.2	-36.8	5.0	97.0	-37.6	33.7	-1.3	20.9	-0.6
Cc1nn(-c2nnc(NCc3ccccc3)nn2)c(C)c1Br	-1.2	-6.3	-4.7	97.0	5.0	-2.9	-1.3	-7.4	-3.0
O=C(N/N=C\c1cccnc1)c1cc(-c2ccccc2)nc2c(Cl)cccc12	-3.3	-13.7	-5.1	99.0	-14.6	-6.8	-2.8	9.0	-3.3
COn1c(-c2ccc(Cl)cc2Cl)nc2ncccc21	-1.6	-22.9	-2.3	123.0	8.1	23.0	x	24.4	-1.8
O=C(O)c1ccc(NC(=O)c2ccc(COc3ccccc3)o2)cc1	-1.6	-28.2	-6.2	106.0	3.5	4.1	-1.9	26.5	-1.2
CCOC(=O)N1CCC(N2CCCC(C(=O)c3cccc(OC)c3)C2)CC1 (stereo not given)	0.1	0.7	19.1	97.0	-10.2	8.1	4.0	2.6	-0.8
O=C(c1cc(C(=O)N2CCOCC2)c2nc3ccccc3n2c1)c1cc(Cl)cc(Cl)c1O	-2.4	-50.5	-2.6	101.0	24.6	17.0	-18.5	57.6	-2.5
O=C(Nc1ccnn1C1CCN(Cc2cc(Cl)ccc2O)CC1)c1cccnc1	0.2	-0.5	1.6	100.0	-4.2	14.9	4.0	29.0	-2.5
Cc1ccc(C)n1-n1c(C)nc2scc(-c3ccccc3)c2c1=O	1.2	-9.8	2.6	101.0	14.0	22.1	0.1	-9.1	-2.2
NC(=O)C1CCN(C(=O)CN2CCCc3ccccc32)CC1	-2.8	7.7	1.7	103.0	3.0	14.7	4.4	5.5	-4.8
COc1ccc(OC)c(C2/C(=C(/O)c3ccccc3)C(=O)C(=O)N2Cc2ccco2)c1 (stereo not given)	66.5*	-39.5	3.2	102.0	35.2	16.3	2.8	-13.9	-1.1
Cc1cccc(N/C(N)=N/c2nc(C)c(Cc3ccccc3)c(=O)[nH]2)c1	-3.2	-7.8	-9.6	104.0	-2.7	19.2	2.9	36.7	-3.3
Cc1cc(C)cc(NC(=O)COC(=O)c2cc(=O)[nH]c(=O)[nH]2)c1	-3.6	-1.6	-2.8	104.0	13.9	13.8	3.8	26.0	-2.5
Cc1sc(N(C(=O)CCc2ccccc2)c2ccc(C(=O)O)cc2)nc1-c1ccccc1	-0.3	-30.2	-2.3	105.0	2.5	25.3	6.6	9.7	-2.1
Cc1ccc(NC(=O)C2CCN(S(=O)(=O)c3ccc4c(c3)CCCC(=O)N4)CC2)cc1N(C)C	-1.3	-24.7	-3.2	105.0	-7.7	6.4	-0.1	29.0	-2.5
O=c1cc(CSc2nnc(COc3ccccc3)o2)c2ccccc2[nH]1	-4.4	-8.2	-14.7	125.0*	4.4	24.2	1.9	1.0	-2.9
COc1ccc(C(C(=O)NC(C)(C)C)N(C(=O)CNC(=O)c2cccs2)c2ccc(C(C)C)cc2)cc1OC (stereo not given)	-2.1	-24.2	-10.8	100.0	7.5	-8.4	-1.8	16.2	-2.2
COc1ccc(NC(=O)Cn2nnc(C(=O)NCc3ccc4c(c3)OCO4)c2N)cc1	0.1	1.8	15.2	104.0	1.1	16.6	2.8	24.1	-3.5
CC(=O)N(C(C)=O)c1nc(-c2ccccc2)cn1/N=C/c1ccccc1	-1.9	-18.3	3.8	97.0	-4.3	7.6	-25.2	-20.3	-2.9
CCOc1cc2ccccc2cc1C(=O)Nc1ccccn1	-1.5	-15.1	x	103.0	-2.0	x	1.8	x	-0.7
CCOC(=O)C1=C(c2ccccc2)Nc2ncnn2C1c1cc(OC)ccc1OC (stereo not given)	-2.9	-15.6	-1.7	99.0	-2.4	1.6	-3.6	10.6	-2.2
CCn1c(SCc2ccc(C)cc2)nnc1-c1nn(-c2ccccc2)ccc1=O	-3.7	-34.5	-6.9	115.0	-3.6	11.1	2.4	41.9	-1.8
O=S(=O)(NC1CCCCC1Oc1ccccc1)c1ccccc1 (stereo not given)	-1.2	-21.0	-1.7	95.0	0.0	-13.4	2.0	1.6	2.4
CCn1c(NC(=O)c2ccco2)c(-c2ccccc2Cl)c(=O)c2ccccc21	-4.6	-1.4	-8.5	101.0	-0.3	14.6	3.6	-8.0	-2.8
CC(C)(O)C#Cc1ccc(C(=O)N2CCN(c3ccccc3)CC2)cc1	-3.7	-30.6	1.6	104.0	0.6	-7.2	1.6	-8.2	-2.7
COc1ccccc1NC(=O)CSc1nnc(-c2ccco2)n1Cc1ccco1	-2.2	-29.3	-12.1	97.0	14.4	9.0	2.9	12.7	-1.8
COc1ccc(Cl)cc1-n1c(C)ccc1C	-1.9	-1.1	3.2	87.0	1.1	35.4	1.8	-17.8	-1.9
O=C(NCC1CCCO1)C1CCCN1C(=O)Nc1ccccc1[N+](=O)[O-] (stereo not given)	0.9	0.1	-6.1	96.0	5.1	5.9	-1.2	36.2	-1.1

Brought forward from above: five entries, then new ones.
SMILES	VIM-2 inh	DNA FID counter	pCIP destab	MEKK3 PB1 HTS	HCV NS3 hel inh	UBC9 SUMO inh	IDE cell activ	PHOSPHO1 inh	IMP-1 inh
CCn1c(NC(=O)c2ccco2)c(-c2ccccc2Cl)c(=O)c2ccccc21	-4.6	-1.4	-8.5	101.0	-0.3	14.6	3.6	-8.0	-2.8
CC(C)(O)C#Cc1ccc(C(=O)N2CCN(c3ccccc3)CC2)cc1	-3.7	-30.6	1.6	104.0	0.6	-7.2	1.6	-8.2	-2.7
COc1ccccc1NC(=O)CSc1nnc(-c2ccco2)n1Cc1ccco1	-2.2	-29.3	-12.1	97.0	14.4	9.0	2.9	12.7	-1.8
COc1ccc(Cl)cc1-n1c(C)ccc1C	-1.9	-1.1	3.2	87.0	1.1	35.4	1.8	-17.8	-1.9
O=C(NCC1CCCO1)C1CCCN1C(=O)Nc1ccccc1[N+](=O)[O-] (stereo not given)	0.9	0.1	-6.1	96.0	5.1	5.9	-1.2	36.2	-1.1
COc1ccc(C(=O)CN(C(=O)c2ccc(Cl)cc2)N2C(=O)C3CCCCC3C2=O)cc1 (stereo not given)	-4.7	-19.2	2.5	103.0	-1.6	-6.2	2.2	-7.1	0.3
Cc1cc(=O)[nH]c(-c2ccc(C(F)(F)F)cc2)n1	-4.3	0.2	-15.4	103.0	2.0	-2.9	-1.3	32.7	-1.5
Cc1cccc(OCC(=O)NCCNC(=O)c2cnccn2)c1	-0.4	-3.2	6.2	97.0	8.0	3.2	4.8	31.9	-0.3
CC(NC(=O)CCOc1ccccc1)c1ccccc1 (stereo not given)	-0.3	-7.2	0.8	96.0	-4.6	7.9	0.1	15.0	-1.2
Cc1ccc(C(O)c2cccnc2)o1 (stereo not given)	-2.5	2.6	-2.5	96.0	8.1	5.1	2.4	-3.5	-3.6
COc1ccc(/C=C/c2c([N+](=O)[O-])c(=O)n(C)c(=O)n2C)c(OC)c1	-1.9	-1.7	3.0	110.0	-2.3	2.0	6.5	-122.7	-1.9
COc1ccc(-c2c(=O)n(OC)c3ccccc3[n+]2[O-])cc1OC	2.5	-10.1	-2.4	107.0	8.8	16.2	2.7	14.0	-2.6
CC(C)C(=O)Nc1ncc(Cc2ccccc2Cl)s1	-2.9	1.8	-10.9	92.0	-4.5	14.1	-0.4	18.8	-1.5
CCCC(C)NC(=O)CN(c1ccc2c(c1)OCCO2)S(=O)(=O)c1ccccc1 (stereo not given)	-0.6	-20.9	4.5	106.0	-1.1	-1.2	-1.9	x	-3.7
O=C(c1ccccc1)C1CCc2occc2C1=O (stereo not given)	-0.4	-1.9	-9.2	96.0	-0.5	0.2	3.3	2.9	-0.5
S=C(c1ccc(N2CCCC2)cc1)N1CCCCC1	0.5	2.1	1.4	97.0	-11.4	-1.3	2.5	14.4	-0.5
Cc1ccc(-c2cc(C(=O)NCCCn3ccnc3)c3ccccc3n2)s1	3.5	6.2	-9.3	87.0	-4.5	u	-4.2	-13.6	0.7
O=C1CC(C(=O)Nc2ccc(F)cc2)n2cnnc2N1 (stereo not given)	-2.4	1.0	1.8	110.0	-8.0	17.3	-1.5	21.4	-1.8
CCOC(=O)c1cn(CC(=O)Nc2ccc(C(C)C)cc2)nn1	-3.2	-9.7	-6.1	98.0	16.7	-6.8	5.8	22.4	-1.9
CCCC1=NN(C(=O)Cc2ccc(OC)c(OC)c2)C(O)(C(F)(F)F)C1 (stereo not given)	-1.8	-34.1	-6.1	94.0	6.0	4.2	2.2	3.1	-2.7
N/C(=N\OC(=O)c1ccccc1Cl)c1ccccn1	-0.5	0.2	4.1	99.0	2.2	1.5	-0.2	31.7	-2.2
COc1ccc(C2=CC(c3ccc(C)cc3)n3nnnc3N2)cc1 (stereo not given)	-1.4	-19.2	-20.1	100.0	-6.8	16.3	-14.6	26.1	-2.0
